HT1080-NT tox – qHTS for induction of synthetic lethality in tumor cells producing 2HG: qHTS for the HT-1080-NT fibrosarcoma cell line. HT-1080-NT fibrosarcoma viability, CellTiter-Glo ATP luminescence, 48 h. Potency, µM (titrated, usually from 46.1 µM), inactives show at the top dose activity, negative = less viability, usual class: cytotoxic. 1.6% of 360,000 active. AID 686970, 2013;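 note: NT is the 2HG producing partner of a matched IDH1 knockdown line; potency is the fitted concentration of half-maximal effect; 0% = DMSO-treated cells and -100% = media-only wells without cells; nearly all actives have a fitted effect of over 55% in size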
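Viability of the 2HG-overproducing fibrosarcoma line after 48 hours of compound exposure at 37 degrees C was determined by luminescence with CellTiter-Glo, and concentration-effect curves were then fitted and categorized.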
MCF10A rereplic – A quantitative high throughput screen for small molecules that induce DNA re-replication in MCF 10a normal breast cells. MCF 10A DNA re-replication, Hoechst nuclear intensity, 48 h. Potency, µM (highest dose often 46.1 µM), inactives show top-dose activity, positive = re-replication, most hits filed as activators. 2.9% of 350,000 active; note: potency is the fitted concentration of half-maximal effect; % of control where 0% means no effect; nearly all actives have a fitted effect of over 50% in size
S2 tox – Viability Counterscreen for Primary qHTS for Inhibitors of ATXN expression | AID 651635, 2014 | S2 cells (HEK-293 line with an ATXN2-luciferase reporter) viability, CellTiter-Fluor protease fluorescence, 24 h | 0.49% of 400,000 active | Potency, µM (doses to about 56.7 µM), most hits filed as cytotoxic; note: potency is the fitted concentration of half-maximal effect; nearly all actives have a fitted effect of over 40% in size
HT1080 IDH1KD tx – qHTS for induction of synthetic lethality in tumor cells producing 2HG: qHTS for the HT-1080-IDH1KD cell line; HT-1080 IDH1 knockdown viability, ATP luminescence, 48 h; Potency, µM (doses to about 46.1 µM), inactives show at the highest dose activity, negative = toxicity, usual class: cytotoxic; 2% of 360,000 active;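 note: potency is the fitted concentration of half-maximal effect; 0% = DMSO wells and -100% = cell-free medium wells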
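Using the IDH1-knockdown HT-1080 line run in the same batch and compound series as the NT line, viability after 48 h at 37 °C was determined by CellTiter-Glo luminescence and expressed as % activity.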
ATXN2 expr inh – Primary qHTS for Inhibitors of ATXN expression. HEK-293 ATXN2-luciferase reporter, luminescence, 24 h. Potency, µM (top dose mostly 57 µM), for the others: at the highest dose activity change, negative = inhibition, hits mostly inhibitors. 0.72% of 360,000 active; note: potency is the fitted concentration of half-maximal effect; % is set by controls: 0 for no effect and ±100 for the full control effect; nearly all actives have a fitted effect of over 55% in size
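ATXN2-luciferase reporter cells (luciferase flanked by upstream and downstream ATXN2 gene portions) were treated 24 h at 37 °C with compounds at up to 57 uM. SteadyGlo luminescence gave expression; GF-AFC fluorescence gave viability.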
KB-3-1 cytotox – qHTS assay for MDR1-selective chemotherapeutics: Primary screen using the parental adenocarcinoma cell KB-3-1; KB-3-1 viability, CellTiter-Glo ATP luminescence, 72 h; Potency, µM (doses to about 46.1 µM), for inactives: at the top dose activity change, negative = cytotoxic, actives largely listed as cytotoxic; 1.4% of 400,000 active; AID 1347075, 2019; note: potency is the fitted concentration of half-maximal effect; % is set by controls: 0 for no effect and ±100 for the full control effect; nearly all actives have a fitted effect of over 60% in size
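KB-3-1 parental drug-naive adenocarcinoma cells in DMEM/10% FBS, incubated 72 h at 37 C with pin-transferred compounds across a concentration series. Viability by CellTiter-Glo luminescence; concentration-response curves fitted after normalization.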
SW480 rereplic – A quantitative high throughput screen for small molecules that induce DNA re-replication in SW480 colon adenocarcinoma cells. SW480 DNA re-replication, Hoechst DNA content imaging, 48 h. AID 624297, 2012. 1.8% of 340,000 active. Potency, µM (series often up to 46.1 µM), for the others: at the highest dose re-replication activation, usual class: activators; note: potency is the fitted concentration of half-maximal effect; % of control where 0% means no effect; nearly all actives have a fitted effect of over 55% in size
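SW480 cells exposed to compounds for 48 hr at 37 C, 5% CO2, then Hoechst-stained 40 min. Nuclear DNA content imaged by fluorescence scanning (405 nm excitation, 500-530 nm emission); re-replication scored as increased high-intensity nuclei.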
HepG2 viability – qHTS for Inhibitors of TGF-b: Cytotox Counterscreen; HepG2 CAGA-GFP viability, ATP luminescence, 18 h; Potency, µM (series often up to 46.1 µM), without a hit: top-dose activity change, negative = cytotoxicity, usual class: cytotoxic; 0.76% of 410,000 active; note: potency is the fitted concentration of half-maximal effect; some results filed as inactive show a strong effect at the top dose
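CellTiter-Glo luminescence gave cytotoxicity after 18 hours at 37 degrees C. The cells were HepG2 CAGA-GFP in 1% FBS DMEM, stimulated with 500 pg/mL TGF-beta after compound addition. %Activity was normalised to no-cell wells (complete cell-killing) and DMSO (no toxicity), and curves were fitted and classified.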
IL-1B inflam inh – qHTS for Inhibitors of Inflammasome Signaling: IL-1-beta AlphaLISA Primary Screen; 4.7% of 360,000 active; activity change, % at 57.5 µM; THP-1 LPS/ATP IL-1B secretion, AlphaLISA, 16 h; stronger effect = lower value; AID 743279, 2014; in the data active = activity change below about -50%; inconclusive = mostly about -30% to -49%; note: % is set by controls: 0 for no effect and ±100 for the full control effect
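THP-1 cells pretreated 1 hr with compounds (up to 57.5 uM final), then stimulated with LPS (250 ng/mL final) plus ATP (1.25 mM final); secreted IL-1B measured by AlphaLISA after 16 hr, decreased signal indicating inhibition.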
The depositor's hits bear a star; & = joins results of further samples; [ ] = remark or other dose. Unless noted, calls come from the whole dose curve; as a rule, active = well fitted curve in the direction sought with a large enough effect; inconclusive = small, poorly fitted or top-dose-only effect, or another doubt; inactive = no such curve, though single readings can be large; an effect the other way counts as inactive or inconclusive.

For Cc1ccc(OCCCC(=O)N2CCOCC2)cc1 the results were HT1080-NT tox 26%, MCF10A rereplic -7%, S2 tox inactive, HT1080 IDH1KD tx 26%, ATXN2 expr inh 42%[activator], KB-3-1 cytotox 4%, SW480 rereplic 3%, HepG2 viability -4% and IL-1B inflam inh 12.
CCOc1cc(NC(=O)C2CCCCC2)c(OCC)cc1NC(=O)c1ccccn1 was read as HT1080-NT tox 6%, MCF10A rereplic 13%, S2 tox inactive, HT1080 IDH1KD tx 12%, ATXN2 expr inh -12%, KB-3-1 cytotox -2%, SW480 rereplic -3%, HepG2 viability -1% and IL-1B inflam inh 13.
For CC(C)OC(=O)CC(=O)c1sc2nc3c(cc2c1N)CN(C)CC3 the results were HT1080-NT tox 15%, MCF10A rereplic 5%, S2 tox inactive, HT1080 IDH1KD tx 9%, ATXN2 expr inh -32%, KB-3-1 cytotox 7%, SW480 rereplic -2%, HepG2 viability 3% and IL-1B inflam inh 11.
COc1ccc(C)cc1Nc1nc2ccccc2c2nnc(C)n12 was read as S2 tox inactive, ATXN2 expr inh 9%, KB-3-1 cytotox -1% and HepG2 viability -8%.
For COc1ccc(S(=O)(=O)NCc2ccncc2)cc1OC the results were HT1080-NT tox 6%, MCF10A rereplic -19%, S2 tox inactive, HT1080 IDH1KD tx -4%, ATXN2 expr inh -3%, KB-3-1 cytotox -2%, SW480 rereplic -4%, HepG2 viability -10% and IL-1B inflam inh 0.
O=C(c1ccccc1)c1ccc(N2CCOCC2)c(F)c1 was read as HT1080-NT tox 12%, MCF10A rereplic -6%, S2 tox inactive, HT1080 IDH1KD tx -2%, ATXN2 expr inh 51%[activator], KB-3-1 cytotox -6%, SW480 rereplic -2%, HepG2 viability -31% and IL-1B inflam inh -4.
`COC(=O)c1c(NC(=O)C(C)(C)C)sc2c1C(C(=O)OC)CC2` (configuration not stated) gave HT1080-NT tox 4%, MCF10A rereplic 20%, S2 tox inactive, HT1080 IDH1KD tx -2%, ATXN2 expr inh -13%, KB-3-1 cytotox inconclusive, SW480 rereplic -3%[9.22 µM], HepG2 viability 0% and IL-1B inflam inh 5.
For CC(=O)Nc1ccc(NC(=O)/C=C/c2ccccc2)cc1 the results were HT1080-NT tox inconclusive, MCF10A rereplic 12%, S2 tox inactive, HT1080 IDH1KD tx -10%, KB-3-1 cytotox 5%, SW480 rereplic 29%, HepG2 viability 10% and IL-1B inflam inh 28.
Fc1ccc(Cn2nnc3ccccc32)cc1 was read as HT1080-NT tox -13%, MCF10A rereplic inconclusive, S2 tox inactive, HT1080 IDH1KD tx -37%, KB-3-1 cytotox 0%, SW480 rereplic -3%, HepG2 viability -11% and IL-1B inflam inh -12.
Screening CCCCc1ccc(S(=O)(=O)NC(=O)C2(C)CCN2C(=O)c2cccc(F)c2)cc1 (configuration not stated) returned HT1080-NT tox 0%, S2 tox inactive, HT1080 IDH1KD tx 2%, ATXN2 expr inh 3%, KB-3-1 cytotox 0%, HepG2 viability -20% and IL-1B inflam inh 47.

The closing 2 records of the section above open the next one:
Fc1ccc(Cn2nnc3ccccc32)cc1 was read as HT1080-NT tox -13%, MCF10A rereplic inconclusive, S2 tox inactive, HT1080 IDH1KD tx -37%, KB-3-1 cytotox 0%, SW480 rereplic -3%, HepG2 viability -11% and IL-1B inflam inh -12.
Screening CCCCc1ccc(S(=O)(=O)NC(=O)C2(C)CCN2C(=O)c2cccc(F)c2)cc1 (configuration not stated) returned HT1080-NT tox 0%, S2 tox inactive, HT1080 IDH1KD tx 2%, ATXN2 expr inh 3%, KB-3-1 cytotox 0%, HepG2 viability -20% and IL-1B inflam inh 47.
`Cc1ccc(Cl)c2c1NC(=O)C2(O)CC(=O)c1ccccc1O` (configuration not stated) gave HT1080-NT tox 13%, MCF10A rereplic 16%, S2 tox inactive, HT1080 IDH1KD tx 10%, ATXN2 expr inh -8%, KB-3-1 cytotox inconclusive, SW480 rereplic -3%, HepG2 viability 5% and IL-1B inflam inh 25.
Screening COc1ccc(O)c(C(=O)c2cnn(-c3ccc(Cl)cc3)c2)c1 returned HT1080-NT tox -2%, MCF10A rereplic inconclusive, S2 tox inactive, HT1080 IDH1KD tx -14%, ATXN2 expr inh 30%[activator], KB-3-1 cytotox -2%, SW480 rereplic -5%, HepG2 viability -3% and IL-1B inflam inh -19.
Screening C[C@]12CC[C@H](O)CC1=CCC1C2CC[C@@]2(C)C1CC[C@@H]2NC(=O)CCC(=O)O (some centres not stated) returned HT1080-NT tox 13%, MCF10A rereplic -2%, S2 tox inactive, HT1080 IDH1KD tx 24%, ATXN2 expr inh 5%, KB-3-1 cytotox 13%, SW480 rereplic 1%, HepG2 viability -7% and IL-1B inflam inh 15.
Screening COCCNC(=O)CSc1nc(-c2ccc(OC)c(OC)c2)cc(C(F)(F)F)n1 returned HT1080-NT tox 7%, MCF10A rereplic 7%, S2 tox inconclusive, HT1080 IDH1KD tx 9%, ATXN2 expr inh 9%, KB-3-1 cytotox 16%, SW480 rereplic -4%[9.22 µM], HepG2 viability 17% and IL-1B inflam inh -13.
O=C(Cc1ccccc1[N+](=O)[O-])N1CCOCC1 was read as HT1080-NT tox 6%, MCF10A rereplic inconclusive, S2 tox inactive, HT1080 IDH1KD tx 5%, ATXN2 expr inh -44%, KB-3-1 cytotox -1%, SW480 rereplic inconclusive, HepG2 viability 39% and IL-1B inflam inh 5.
Screening COc1ccc(C(=O)NC2(C(F)(F)F)NC(=O)N(CCCc3ccccc3)C2=O)cc1OC (configuration not stated) returned HT1080-NT tox inconclusive, MCF10A rereplic 1%, S2 tox inactive, HT1080 IDH1KD tx -29%, ATXN2 expr inh -9%, KB-3-1 cytotox -3%, SW480 rereplic -2%, HepG2 viability -26% and IL-1B inflam inh -68*.
`Cc1cccc(-n2ccnc2CN2CCN(C3CCCC3)C(CCO)C2)c1` (configuration not stated) gave HT1080-NT tox 14%, MCF10A rereplic 1%, S2 tox inactive, HT1080 IDH1KD tx 3%, KB-3-1 cytotox 4%, SW480 rereplic -2%, HepG2 viability 23% and IL-1B inflam inh -18.
`Cc1ccc(C)c(NC(=O)CN(C)C(=O)c2ccc3ncsc3c2)c1` gave HT1080-NT tox 0%, MCF10A rereplic -1%, S2 tox inactive, HT1080 IDH1KD tx -1%, ATXN2 expr inh 10%, KB-3-1 cytotox 3%, SW480 rereplic -7%, HepG2 viability -20% and IL-1B inflam inh 2.
CC[N+](CC)(CC)C/C(N)=N/O was read as HT1080-NT tox 3%, MCF10A rereplic -3%, S2 tox inactive, HT1080 IDH1KD tx 8%, ATXN2 expr inh 5%, KB-3-1 cytotox 3%, SW480 rereplic -1%, HepG2 viability -15% and IL-1B inflam inh inconclusive.
`N#CC1=C(N)Oc2ccc3ccc(O)cc3c2C1c1cccnc1` (configuration not stated) gave HT1080-NT tox 7%, MCF10A rereplic 2%, S2 tox inactive, HT1080 IDH1KD tx -17%, ATXN2 expr inh 8%, KB-3-1 cytotox 12%, SW480 rereplic 0%, HepG2 viability 4% and IL-1B inflam inh 40.
O=C(CC(=O)OCc1ccccc1)OCc1ccccc1 was read as HT1080-NT tox 0%, MCF10A rereplic -3%, S2 tox inactive, HT1080 IDH1KD tx 3%, ATXN2 expr inh 2%, KB-3-1 cytotox 13%, SW480 rereplic 0%, HepG2 viability 2% and IL-1B inflam inh 19.
Screening CC(C)CNC(CC(=O)O)c1ccccc1 (configuration not stated) returned HT1080-NT tox inconclusive, MCF10A rereplic -2%, S2 tox inactive, HT1080 IDH1KD tx 15%, ATXN2 expr inh -2%, KB-3-1 cytotox -1%, SW480 rereplic -1%, HepG2 viability 23% and IL-1B inflam inh 9.
Screening Cc1[nH]n(-c2ccccc2)c(=O)c1C(C[N+](=O)[O-])c1ccc(Br)cc1 (configuration not stated) returned HT1080-NT tox -26%, MCF10A rereplic 3.3µM*, S2 tox inactive, HT1080 IDH1KD tx -18%, ATXN2 expr inh -7%, KB-3-1 cytotox -20%, SW480 rereplic inconclusive, HepG2 viability -24% and IL-1B inflam inh -15.
`COc1ccc(C(=O)NCCNc2nc3ccc(C)cc3cc2C#N)cc1OC` gave HT1080-NT tox 1%, MCF10A rereplic inconclusive, HT1080 IDH1KD tx 2%, ATXN2 expr inh -37%, KB-3-1 cytotox 6%, SW480 rereplic inconclusive, HepG2 viability -22% and IL-1B inflam inh -19.
CN(C)S(=O)(=O)n1cc(/C=C(\NC(=O)c2ccccc2Cl)C(=O)NCCCn2ccnc2)c2ccccc21 was read as HT1080-NT tox -29%, MCF10A rereplic inconclusive, S2 tox inactive, HT1080 IDH1KD tx -30%, ATXN2 expr inh -3%&3%, KB-3-1 cytotox -3%&-4%, SW480 rereplic -44%[inhibitor], HepG2 viability 7%&-26% and IL-1B inflam inh -24.
Screening O=C(NCc1ccccc1)C(c1ccncc1)n1c(=O)c(-c2cc3ccccc3[nH]2)nc2ccccc21 (configuration not stated) returned HT1080-NT tox inconclusive, HT1080 IDH1KD tx inconclusive, KB-3-1 cytotox -27% and IL-1B inflam inh -29.
COc1ccc(S(=O)(=O)N2CCCCCC2)cc1NC(=O)c1c2c(nc3ccccc13)CCN(Cc1ccccc1)C2 was read as HT1080-NT tox 4%, MCF10A rereplic inconclusive, S2 tox inconclusive, HT1080 IDH1KD tx -3%, ATXN2 expr inh 9%, KB-3-1 cytotox 6%, SW480 rereplic -7%, HepG2 viability 23% and IL-1B inflam inh -1.
`O=C(NCCNc1ccc(Cl)cc1[N+](=O)[O-])c1cccnc1` gave HT1080-NT tox -7%, MCF10A rereplic -13%, S2 tox inactive, HT1080 IDH1KD tx inconclusive, ATXN2 expr inh -23%, KB-3-1 cytotox -5%, SW480 rereplic inconclusive, HepG2 viability -19% and IL-1B inflam inh 0.

Screening data from PubChem BioAssay.
